S100A4 inh HTS: inhibitors of human S100A4 binding to myosin IIA peptide. AID 652163. inhibition, % at 10.7 µM. 360,000 compounds, 0.14% hits. S100A4/TAMRA-MyoIIA peptide fluorescence polarization;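 active means mean inhibition of at least 70% across replicates, with every replicate also reaching that level; inconclusive means mean inhibition reaches 70% but some replicates fall short; inactive means mean inhibition below 70%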
Target sequence (P26447 whole entry, looked up): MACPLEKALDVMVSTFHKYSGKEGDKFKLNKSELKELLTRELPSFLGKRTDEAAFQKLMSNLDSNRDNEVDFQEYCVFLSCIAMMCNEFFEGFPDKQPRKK
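Test system: S100A4 monomer protein. Medium: HEPES buffer with Ca2+, pH 7.2. Reagent: fluorescent myosin IIA peptide, 5 nM. Compound dosing: single-point compound testing. Timing: 5 min between mix addition and reading. Benchmarks: DMSO neutral and TFP positive wells.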
esBAF inh: inhibitors of esBAF chromatin remodeling in mouse ES cells; reporter increase, % at 12.5 µM; Bmi1-luciferase knock-in reporter, 24 h; 100% = twice the neutral-well signal; 350,000 compounds, 2% hits; in the data active means activation above about 40%; inconclusive means no clear call, values can overlap the other calls;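 further: 0% = median of the plate's neutral control wells and 100% = double that signal; a rise in the Bmi1 reporter signal indicates esBAF inhibition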
FN deposit inh: fibronectin deposition inhibition. AH1F fibroblasts, Alexa488-fibronectin deposition fluorescence, overnight. AID 743247. 350,000 compounds, 0.086% hits. inhibition, % at 12.6 µM;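 active means mean inhibition across replicates of 30% or more, regardless of how many single replicates reach that level; inconclusive means mean under 30% yet at least half of replicates reach 30%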;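 further: positive control wells lacked labelled fibronectin entirely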
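Material: AH1F fibroblast monolayer depositing Alexa488-labelled fibronectin into matrix | Input: 10000 AH1F cells/well | Medium: DMEM plus 2% serum, read in PBS | Reagent: Alexa488-fibronectin, 24 nM final in well | Compound dosing: One dose per compound, pinned | Schedule: 1 h adhesion, overnight exposure | Measured by: Fluorescence at 485 nm excitation, 525 nm emission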
Casp6 inh: inhibitors of human caspase-6; P55212; purified caspase-6, Z-VEID-R110 cleavage fluorescence; inhibition, % at 12.5 µM; 350,000 compounds, 0.53% hits; AID 686996;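 active means mean inhibition across replicates at least about 35%, with every replicate also reaching that limit, limit read from the data; inconclusive means only one of the two criteria met; inactive means neither criterion met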;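 further: 0% = median of neutral control wells and 100% = no fluorescence left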
Target sequence (P55212 24-179 limits assumed): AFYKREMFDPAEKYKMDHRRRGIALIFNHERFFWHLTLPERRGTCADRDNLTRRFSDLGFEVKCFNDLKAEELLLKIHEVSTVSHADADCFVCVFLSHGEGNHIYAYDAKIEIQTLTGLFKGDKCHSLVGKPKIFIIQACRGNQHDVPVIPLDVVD
Target sequence (P55212 194-293 limits assumed): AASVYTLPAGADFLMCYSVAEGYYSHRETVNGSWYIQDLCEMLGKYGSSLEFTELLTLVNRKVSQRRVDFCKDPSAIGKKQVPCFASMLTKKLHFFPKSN
SIRT5 inh: sirtuin-5 (human) deacylase inhibition; Q9NXA8; Purified SirT5, succinyl-peptide AMC, trypsin-coupled fluorescence; inhibition, % at 15 µM; 330,000 compounds, 1.1% hits; AID 652115; in the data active means inhibition above about 15%; inconclusive means no clear call, values can overlap the other calls
Target sequence (Q9NXA8 whole entry, looked up): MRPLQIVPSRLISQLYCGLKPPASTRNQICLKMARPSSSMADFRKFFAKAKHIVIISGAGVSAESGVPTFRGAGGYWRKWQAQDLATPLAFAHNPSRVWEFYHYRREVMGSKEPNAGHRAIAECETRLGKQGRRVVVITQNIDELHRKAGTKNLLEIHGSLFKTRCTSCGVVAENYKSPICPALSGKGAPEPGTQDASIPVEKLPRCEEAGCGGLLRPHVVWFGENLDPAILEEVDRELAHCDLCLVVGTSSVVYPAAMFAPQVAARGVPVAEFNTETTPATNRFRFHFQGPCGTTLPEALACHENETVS
Statin myotox sup: protects C2C12 myotubes from simvastatin toxicity | ATP luminescence, 48 h; scaled: DMSO 0, geranylgeraniol control 100 | rescue of ATP level, % at 7.49 µM | 330,000 compounds, 0.78% hits | AID 602340;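 active means mean ATP rescue above about 67%, or every replicate alone reaching that limit, limit read from the data, passing the limit was not always enough; inconclusive means no clear call, values can overlap the other calls; inactive means mean under the limit and some replicate under it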;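 further: myotubes were challenged with 10 µM simvastatin during compound exposure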
LGR2 inh: blocks bursicon-induced cAMP signaling via Drosophila LGR2; inhibition, % at 9.99 µM; HEK293 LGR2, CRE-luciferase, bursicon-stimulated, 4 h; AID 720647; 380,000 compounds, 0.35% hits;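 active means drop in luminescence signal, shown as inhibition above about 50% in the replicate tests, limit read from the data, passing the limit was not always enough; inconclusive means probably only some replicates passing the limit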;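 further: agonist challenge used bursicon conditioned medium at about half maximal strength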
Numbers without * were called inactive; ? = inconclusive; nt = no result given.

SMILES | S100A4 inh HTS | esBAF inh | FN deposit inh | Casp6 inh | SIRT5 inh | Statin myotox sup | LGR2 inh
O=C(C[C@H]1C[C@H]2c3cc(NC(=O)c4cccnc4)ccc3O[C@H]2[C@H](CO)O1)NCc1cc(F)ccc1F | 3 | 1 | 5 | 1 | -1 | 2 | -10
CCOc1ccccc1N1CCN(C(=O)c2ccc(NS(=O)(=O)c3ccc4[nH]c(=O)[nH]c4c3)cc2)CC1 | 0 | -2 | 7 | 7 | 1 | -9 | -3
N#Cc1c(-c2ccc(Cl)cc2)c(-c2ccc(Cl)cc2)nn(CCOC(=O)CCC(=O)O)c1=O | -9 | nt | -20 | 4 | -3 | nt | 7
COc1ccc(NC(=O)N(C)C[C@H]2Oc3c(NS(=O)(=O)c4c(C)noc4C)cccc3C(=O)N([C@@H](C)CO)C[C@H]2C)cc1 | -81 | 2 | 3 | -1 | -5 | nt | 6
COc1ccc2[nH]c(=O)c(CN(c3ccc(C)c(C)c3)S(C)(=O)=O)cc2c1 | -4 | 2 | nt | -2 | -7 | 4 | -1
NC(=O)c1sc2nc(-c3ccccc3)c3c(c2c1N)CCCC3 | 11 | -7 | -16 | 8 | -5 | -6 | 0
C[C@@H]1CN([C@H](C)CO)C(=O)c2ccccc2-c2ccccc2CO[C@@H]1CN(C)S(=O)(=O)c1cccs1 | 8 | 8 | -7 | -3 | 0 | -15 | 5
C[C@@H]1CN([C@@H](C)CO)C(=O)Cc2cc(NS(=O)(=O)c3cn(C)cn3)ccc2O[C@H]1CN(C)C(=O)Nc1cccc2ccccc12 | 5 | 2 | nt | -5 | -4 | 40 | 15
CCn1c(=O)n(CC)c2cc(NC(=O)c3ccccc3Cl)ccc21 | -1 | 4 | 7 | 2 | 0 | 9 | -10
O=C(CCN1C(=O)c2ccccc2C1=O)N(CCO)Cc1ccccc1 | nt | 6 | 14 | nt | nt | -1 | nt
C[C@H]1CN([C@@H](C)CO)C(=O)c2c(c3ccccc3n2C)-c2ccccc2CO[C@H]1CN(C)S(=O)(=O)c1ccc(F)cc1 | -3 | -10 | -8 | 0 | 21* | -9 | 26
COCC#Cc1ccc([C@H]2[C@@H](CO)N3CCCCN(S(=O)(=O)c4ccccc4F)C[C@H]23)cc1 | 7 | 4 | nt | -2 | -1 | -23 | 7
CN(C(=O)Cn1cnc2sccc2c1=O)C1CCCCC1 | 3 | 1 | -4 | 6 | -2 | 7 | 3
COc1ccc(C(CNC(=O)CNC(=O)c2ccccc2Cl)N2CCCC2)cc1 (configuration not stated) | -8 | 0 | 0 | -118 | -3 | -10 | 1
C[C@H]1CN([C@@H](C)CO)C(=O)c2cc(NC(=O)Nc3cccc4ccccc34)ccc2O[C@H]1CN(C)Cc1ccc(-c2ccccc2)cc1 | -4 | -7 | nt | 0 | 0 | 20 | 5
O=C(O)Cn1c(=O)cnc2ccccc21 | nt | -4 | -9 | nt | nt | -5 | nt
O=C(NCCCn1ccnc1)c1cn(Cc2ccc(F)cc2)nn1 | nt | -2 | 10 | nt | nt | 6 | nt
Cc1ccc(C(=O)NCc2cccnc2)cc1S(=O)(=O)Nc1ccccc1 | -7 | 4 | 8 | 2 | -5 | 1 | 4
CCn1c(Oc2ccccc2C)nc2c1c(=O)n(C)c(=O)n2C | -4 | -10 | 3 | 2 | 5 | 10 | -1
CCCNC(=O)Nc1ccc2c(c1)C(=O)N(C)[C@H]1CC[C@H](CC(=O)NC)O[C@H]1CO2 | nt | -3 | -6 | nt | nt | 14 | 9
CCN(C(=O)Cc1c(C(=O)O)n(C)c2ccccc12)c1ccc(F)cc1 | 0 | nt | -16 | 6 | 2 | nt | -1
Cc1ccc(C(=O)NCC(=O)NCC(=O)OCC(=O)c2cccs2)cc1 | nt | 10 | -4 | nt | nt | 0 | 3
COC(=O)Cc1ccc(NC(=S)NN2CCOCC2)cc1 | 1 | -11 | -4 | -1 | -8 | -5 | 4
c1ccc2c(c1)nnn2-c1ccncc1 | 2 | -11 | -1 | -1 | nt | -1 | -6
Cc1ccc(S(=O)(=O)CCC(=O)OCc2nnc(-c3ccc([N+](=O)[O-])cc3)o2)cc1 | 4 | -4 | -3 | 0 | -3 | 10 | -6

Shown in CSV form: entries from further up
Molecule,S100A4 inh HTS,esBAF inh,FN deposit inh,Casp6 inh,SIRT5 inh,Statin myotox sup,LGR2 inh
COc1ccc(C(CNC(=O)CNC(=O)c2ccccc2Cl)N2CCCC2)cc1 (configuration not stated),-8,0,0,-118,-3,-10,1
C[C@H]1CN([C@@H](C)CO)C(=O)c2cc(NC(=O)Nc3cccc4ccccc34)ccc2O[C@H]1CN(C)Cc1ccc(-c2ccccc2)cc1,-4,-7,nt,0,0,20,5
O=C(O)Cn1c(=O)cnc2ccccc21,nt,-4,-9,nt,nt,-5,nt
O=C(NCCCn1ccnc1)c1cn(Cc2ccc(F)cc2)nn1,nt,-2,10,nt,nt,6,nt
Cc1ccc(C(=O)NCc2cccnc2)cc1S(=O)(=O)Nc1ccccc1,-7,4,8,2,-5,1,4
CCn1c(Oc2ccccc2C)nc2c1c(=O)n(C)c(=O)n2C,-4,-10,3,2,5,10,-1
CCCNC(=O)Nc1ccc2c(c1)C(=O)N(C)[C@H]1CC[C@H](CC(=O)NC)O[C@H]1CO2,nt,-3,-6,nt,nt,14,9
CCN(C(=O)Cc1c(C(=O)O)n(C)c2ccccc12)c1ccc(F)cc1,0,nt,-16,6,2,nt,-1
Cc1ccc(C(=O)NCC(=O)NCC(=O)OCC(=O)c2cccs2)cc1,nt,10,-4,nt,nt,0,3
COC(=O)Cc1ccc(NC(=S)NN2CCOCC2)cc1,1,-11,-4,-1,-8,-5,4
c1ccc2c(c1)nnn2-c1ccncc1,2,-11,-1,-1,nt,-1,-6
Cc1ccc(S(=O)(=O)CCC(=O)OCc2nnc(-c3ccc([N+](=O)[O-])cc3)o2)cc1,4,-4,-3,0,-3,10,-6

Next section:
SMILES | S100A4 inh HTS | esBAF inh | FN deposit inh | Casp6 inh | SIRT5 inh | Statin myotox sup | LGR2 inh
CCn1c(SCC(=O)N2CCCC2)nc2c(c1=O)SCC2 | 0 | -7 | 11 | -1 | -1 | 16 | 4
C[C@@H]1CN([C@H](C)CO)C(=O)c2cc(C#C[C@@H](C)O)cnc2O[C@H]1CN(C)C(=O)Nc1ccc(F)cc1 | 5 | 2 | -10 | 1 | -3 | -2 | 0
Cc1ccc(NC(=O)c2ncn(CC(=O)N3CCN(c4ccccn4)CC3)n2)cc1C | 5 | 6 | nt | 6 | 0 | -1 | ?
CCNC(=O)C[C@H]1CC[C@@H]2[C@H](COC[C@@H](O)CN2C(=O)c2cc(Cl)cc(Cl)c2)O1 | -13 | 30 | 0 | -1 | -3 | 38 | 13
CC(C)(C)c1ccc(O)c(O)c1 | -10 | 0 | nt | 2 | nt | -19 | 6
N#CC1=C(N)OC2=C(CCc3ccccc32)C1c1ccccc1Cl (configuration not stated) | -6 | 9 | 13 | 1 | -1 | -63 | -7
Cc1ccc2nc(-c3cccc(Cl)c3)c(Cc3ccccc3C(F)(F)F)n2c1 | -17 | nt | -10 | 1 | -3 | nt | -52
COc1ccc(NS(=O)(=O)c2ccc(NS(=O)(=O)c3ccc(SC)cc3)cc2)c(OC)c1 | nt | -6 | 7 | nt | nt | 5 | 17
N#Cc1nc(COc2ccccc2Cl)oc1N1CCCCCC1 | -4 | 13 | -3 | 3 | 0 | -5 | -18
CC(=O)N(C)C[C@@H]1Oc2ncc(-c3ccccc3F)cc2C(=O)N([C@H](C)CO)C[C@H]1C | 3 | 0 | -8 | -7 | -1 | 2 | -5

Compound activity as filed in PubChem.

A portion of the library, so the mix of outcomes need not match the whole.
